Hck Nef HTS: inhibitors of Nef-activated human Hck kinase, primary screen, biochemical, Z-Lyte FRET, 384-well, Hck-YEEI. Tyrosine-protein kinase HCK (Homo sapiens), P08631. Recombinant Hck-YEEI plus Nef, Z-Lyte FRET kinase assay. inhibition, % at 20 µM. 0.68% of 220,000 active;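 active = Hck-Nef kinase inhibition above about 50%, limit read from the data; inactive = inhibition below that limit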;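 note: 0% = DMSO with Hck plus Nef and 100% = Hck alone without Nef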
EP2 mod: EP2 receptor modulators, cAMP readout, primary screen, cell-based, HTRF cAMP, PGE2 stimulation; Prostaglandin E2 receptor EP2 subtype (Homo sapiens), P43116; EP2-expressing cells, cAMP HTRF FRET, PGE2 co-stimulation; induction, % at 25 µM; 0.83% of 260,000 active; AID 940, 2007;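 active = compounds whose cAMP rise, as percent of the full-agonist control response, exceeds 60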;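 note: rat C6 glioma line stably carrying human EP2 under a CMV promoter; the protocol text gives 20 µM as final concentration; 100% = response of wells given 1 µM PGE2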
Target sequence (P43116 whole entry, looked up): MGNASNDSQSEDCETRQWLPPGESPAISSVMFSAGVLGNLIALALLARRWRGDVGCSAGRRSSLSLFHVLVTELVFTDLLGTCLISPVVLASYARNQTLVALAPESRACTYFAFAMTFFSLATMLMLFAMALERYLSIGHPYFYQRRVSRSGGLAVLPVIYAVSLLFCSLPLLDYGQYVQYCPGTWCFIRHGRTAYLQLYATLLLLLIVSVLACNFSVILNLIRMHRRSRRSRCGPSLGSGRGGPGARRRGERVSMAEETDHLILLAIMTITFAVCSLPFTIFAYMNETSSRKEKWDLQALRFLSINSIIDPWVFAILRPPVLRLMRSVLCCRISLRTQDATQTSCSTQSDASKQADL
RBBP9 inhibitor: human RBBP9 inhibitors, primary screen, biochemical, fluorescence polarization, FP-Rh probe, HTS; Serine hydrolase RBBP9 (Homo sapiens), O75884; recombinant RBBP9; inhibition, % at 7.94 µM; 0.2% of 220,000 active; AID 1515, 2009;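 active = inhibition above the campaign mean of all tested compounds plus 3 SD, cut at about 14% in these data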;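 note: plate controls were DMSO wells with RBBP9 for no effect and wells lacking RBBP9 protein for full effect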
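Assay system: recombinant human RBBP9; Reagent: Serine-hydrolase probe FP-Rh, 375 nM pre-mixing; Doses: 7.94 µM single dose, 0.794% DMSO; Incubation: 30 min then 45 min, 25 °C; Detection: fluorescence polarization (mP), excitation 525 nm, emission 598 nm; Evaluation: percent inhibition from mP, scaled between DMSO and no-protein wells.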
L929 necroptosis: inhibitors of zVAD-triggered necroptosis, primary screen, L929 cells | L929 zVAD necroptosis rescue, ATP luminescence, 24 h; with zVAD 60 µM | viability rescue, % at 10 µM | 0.38% of 220,000 active;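 active = activation, scaled between plate controls, above about 75%, limit read from the data; inactive = activation under that limit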;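 note: 0% = zVAD with DMSO and 100% = DMSO alone without zVAD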
Runt-CBFb FRET: inhibitors of RUNX1 Runt–CBFb binding, primary screen, biochemical, FRET, Cerulean-Runt, Venus-CBFb, uHTS | AID 1496, 2009 | 0.46% of 220,000 active | inhibition, % at 20 µM | Cerulean-Runt/Venus-CBFb FRET ratio 530/480, 1 h;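 active = inhibition over about 50% at 20 µM in the single-dose screen, limit read from the data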;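 note: 0% = DMSO wells and 100% = excess unlabeled CBFb competitor control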
Target sequence (Q01196 whole entry, looked up): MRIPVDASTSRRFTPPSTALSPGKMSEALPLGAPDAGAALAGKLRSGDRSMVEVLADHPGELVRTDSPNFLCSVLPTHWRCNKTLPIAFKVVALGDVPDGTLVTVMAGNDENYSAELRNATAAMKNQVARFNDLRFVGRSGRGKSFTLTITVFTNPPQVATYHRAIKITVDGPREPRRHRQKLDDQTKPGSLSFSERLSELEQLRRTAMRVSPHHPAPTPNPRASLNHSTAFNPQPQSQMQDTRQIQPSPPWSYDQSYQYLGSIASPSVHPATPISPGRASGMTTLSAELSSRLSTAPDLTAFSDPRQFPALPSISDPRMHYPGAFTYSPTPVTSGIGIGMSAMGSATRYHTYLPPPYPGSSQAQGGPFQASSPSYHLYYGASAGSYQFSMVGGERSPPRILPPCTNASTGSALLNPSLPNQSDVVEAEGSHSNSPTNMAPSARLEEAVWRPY
Target sequence (Q13951 whole entry, looked up): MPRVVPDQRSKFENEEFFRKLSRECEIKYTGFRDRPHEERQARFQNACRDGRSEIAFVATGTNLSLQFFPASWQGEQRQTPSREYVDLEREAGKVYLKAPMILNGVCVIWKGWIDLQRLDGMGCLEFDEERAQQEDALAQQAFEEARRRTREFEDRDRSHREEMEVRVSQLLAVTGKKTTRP
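Assay system: Cerulean-tagged RUNX1 Runt domain (FRET donor) fusion protein / Amount: 100 nM each of Venus-CBFb and Cerulean-Runt domain / Medium: Tris buffer pH 7.5 with salts and BSA / Also added: Venus-CBFb 100 nM / Schedule: 1 h complex formation plus 1 h compound treatment, room temperature / Signal: FRET fluorescence / Read-out: loss of energy transfer signal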
Runt-SMMHC FRET: inhibitors of RUNX1 Runt–CBFb-SMMHC binding, primary screen, biochemical, FRET, Cerulean-Runt, Venus-CBFb-SMMHC, uHTS; Runt-related transcription factor 1 (Homo sapiens) + Core-binding factor subunit beta …; Cerulean-Runt/Venus-CBFb-SMMHC FRET ratio 530/480, 1 h; inhibition, % at 20 µM; 0.74% of 220,000 active; AID 1434, 2008;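 active = mean inhibition across duplicate retests at 20 µM reaching about 50%, limit read from the data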;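 note: 0% = DMSO wells and 100% = wells with excess untagged CBFb-SMMHC; inhibitors lower the FRET ratio by blocking Runt binding to CBFb-SMMHC; some results filed as inactive read as strong as hits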
TNF death inh: inhibitors of TNF-alpha triggered necroptosis, primary screen, cell-based, Jurkat FADD-/-, single concentration; activation (protection from cell death), % at 10 µM; AID 463075, 2010; 0.068% of 220,000 active; Jurkat FADD-/- TNF necroptosis rescue, ATP luminescence, 24 h; 0 = TNF only, 100 = no-TNF cells;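 active = activation, meaning protection from cell death, of at least 50% relative to plate controls; inactive = activation below 50%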;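 note: necroptosis triggered by 40 ng/mL TNF-alpha added together with compound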
PERK inh: block of dimerizer-induced PERK translation repression, primary screen, PERK inhibitor project, CHO PERK-DD cells, SEAP luminescence, HTS. Eukaryotic translation initiation factor 2-alpha kinase 3 (Homo sapiens), Q9NZJ5. CHO PERK-DD fusion, SEAP luminescence translation reporter. AID 1416, 2008. 0.17% of 220,000 active. inhibition, % at 5.6 µM;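 active = inhibition above the mean inhibition of all tested compounds plus 3 SD, set separately per screening campaign, cut at about 2.9% in these data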;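 note: PERK kinase domain activated by AP20187 dimerizer at 100 nM; 0% = DMSO with dimerizer and 100% = rapamycin at 8.4 µM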
EP2 antag: human EP2 receptor antagonists, primary screen, TR-FRET cAMP, C6 glioma cells; C6 glioma cells expressing human EP2; cells stimulated with saturating PGE2; 0.52% of 260,000 active; inhibition, % at 25 µM; Prostaglandin E2 receptor EP2 subtype (Homo sapiens), P43116;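 active = percent inhibition above 40 after rounding to a whole number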;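 note: rat C6 glioma host cells with rolipram phosphodiesterase inhibitor present; the protocol text gives 20 µM as final concentration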
Numbers without * were called inactive; · = no result given. A portion of the library, so the mix of outcomes need not match the whole.

Under each structure – Runt-SMMHC FRET | Runt-CBFb FRET | EP2 mod | L929 necroptosis | EP2 antag | PERK inh | TNF death inh | RBBP9 inhibitor | Hck Nef HTS
S=c1[nH]nc(-c2ccc3c(c2)OCO3)n1-c1ccccc1
  15 | 4 | 9 | 0.8 | 12 | 0.3 | 1.3 | -10 | 1
CCCCOC(=O)CCc1n[nH]c(=O)[nH]c1=O
  0 | 1 | 23 | -0.2 | 20 | -0.1 | -0.1 | 2 | 2
O=C(Nc1cccc(NC(=S)NC(=O)c2cccs2)c1)c1ccccc1
  -4 | 2 | -15 | · | 9 | -0.7 | 1.6 | -5 | 1
C/C=C/COC(=O)c1[nH]c2c(c1C)C(=O)CC(c1ccc(N(C)C)cc1)C2 (stereo not given)
  0 | 4 | 26 | 2.0 | 10 | -0.5 | 2.6 | -10 | 7
CCCN(C(=O)c1cc(S(=O)(=O)N2CCCCC2)ccc1Cl)C1CCS(=O)(=O)C1 (stereo not given)
  -3 | -1 | -13 | 0.5 | 8 | 1.1 | -1.4 | 7 | 14
CCN(CC)S(=O)(=O)c1cc(-c2nn(C)c(=O)c3ccccc23)ccc1C
  0 | · | 6 | -0.1 | 22 | 0.2 | -5.7 | -5 | 3
O=C(Cn1nc(-c2ccc3c(c2)OCCO3)ccc1=O)Nc1ccc(-n2cnnn2)cc1
  -10 | -1 | 14 | 3.5 | 8 | -0.3 | 3.1 | 1 | 52*
COc1cc(NS(=O)(=O)c2ccc(NC(=O)/C(=C\c3ccccc3OC)NC(=O)c3ccccc3)cc2)nc(OC)n1
  -5 | -6 | 10 | 0.1 | 16 | 1.7 | -1.6 | -1 | 1
O=C(C1CCN(S(=O)(=O)c2cccnc2)CC1)N1CCN(C2CCCC2)CC1
  1 | 2 | 24 | 0.8 | 13 | -0.4 | -0.5 | -3 | -20
O=C(Nc1ccc2c(c1)OCCO2)c1cccnc1Oc1ccc(Cl)cc1
  3 | 1 | -3 | 0.6 | 10 | -1.0 | 2.0 | -6 | 13
Cc1cc(Cl)ccc1NC(=O)/C=N/O
  -3 | -2 | -10 | -0.3 | 4 | -0.4 | -0.4 | -13 | 20
CN1CCN(NC(=O)c2ccc(Cl)s2)CC1
  -1 | -2 | -15 | 3.0 | 11 | 1.6 | 0.0 | -3 | 8
CCC(C)NC(=O)C1CCC(=O)N1Cc1ccc(C)cc1 (stereo not given)
  -2 | 16 | 11 | 1.8 | 11 | 0.6 | 0.4 | -7 | 0
COc1ccc(C(=O)Cn2c(NCCO)nc3ccccc32)cc1
  0 | 2 | 10 | 0.1 | 4 | -0.3 | -0.3 | -7 | 17
CCCCCCCSc1nc(N)cc(=O)[nH]1
  0 | 2 | 11 | 0.0 | · | -1.1 | -2.3 | -8 | -2
O=C(/C=C1\SC(=O)NC1=O)Nc1ccc(F)cc1
  2 | -2 | -10 | 0.0 | 0 | 1.6 | 1.8 | 4 | 5
O=S(=O)(Nc1ccc(-n2cccc2)cc1)c1ccc(F)cc1
  0 | 0 | -49 | 3.0 | 2 | 0.5 | 7.0 | -9 | 21
Cc1ccsc1/C=N\Nc1cn[nH]c(=O)c1Cl
  -5 | 1 | -23 | 9.1 | 3 | -0.4 | -2.6 | 4 | 74*
CCn1c(C)nc2cc(C(=O)NNC(=S)Nc3ccc(C)cc3)ccc21
  1 | 4 | 7 | -0.9 | 4 | -0.8 | -1.7 | -8 | -8
Cn1cccc1Cc1nnc(SCC(=O)NCc2ccccc2)n1-c1ccc(F)cc1
  -5 | 1 | -2 | 0.3 | 9 | -0.2 | -0.1 | -9 | 3
CCOC(=O)C(=CNc1cc(C)ccc1[N+](=O)[O-])C(=O)OCC
  0 | -4 | -3 | -1.6 | 10 | 0.7 | -3.8 | -3 | 7
O=C(NOC(=O)c1ccccc1Cl)c1cccs1
  -2 | 2 | 25 | -0.6 | 4 | 0.2 | -0.4 | 0 | -9
CSc1ccc(CN2C(=O)NC3(CCCCC3)C2=O)cc1
  1 | -1 | -8 | 2.1 | 4 | -0.3 | 2.8 | -2 | -1
COc1ccc(CNC(=O)C(c2ccc(C)cc2)N(Cc2cccs2)C(=O)c2ccc3c(c2)OCCO3)cc1 (stereo not given)
  1 | -8 | 46 | 0.7 | 3 | -0.7 | -19 | -18 | -1
CCOC(=O)c1c(CSC(=N)N)n(C)c2cc(Br)c(OC(C)=O)cc12
  2 | 1 | 11 | 58 | 11 | -1.3 | -22 | -9 | 22
CCOC(=O)c1[nH]c(C)c(C(=O)Nc2ccc(C)c(Cl)c2)c1C
  -5 | -9 | -18 | -0.2 | 6 | 0.4 | -5.6 | -1 | -1
Cc1ccc(N2CCN(C(=O)CN3C(=O)c4ccccc4C3=O)CC2)cc1
  0 | -2 | -1 | -0.7 | 9 | 0.4 | -0.7 | 0 | 4
Cc1ccccc1NC(=O)c1cn(-c2ccccc2)nc1-c1ccccc1
  3 | 0 | 45 | 0.8 | 8 | 0.5 | 2.0 | -3 | 3
CC(=O)N1CC[n+]2c(-c3ccc(Cl)cc3)csc21
  58* | 60* | 31 | · | 2 | -1.1 | -0.5 | -15 | 16
COc1ccc(C(=O)N/N=C/c2ccc(OC(=O)c3cccs3)cc2)cc1
  -2 | 0 | -3 | 1.2 | 5 | 1.6 | 0.0 | -1 | 1

2 entries picked at random from those above:
Under each structure – Runt-SMMHC FRET | Runt-CBFb FRET | EP2 mod | L929 necroptosis | EP2 antag | PERK inh | TNF death inh | RBBP9 inhibitor | Hck Nef HTS
CSc1ccc(CN2C(=O)NC3(CCCCC3)C2=O)cc1
  1 | -1 | -8 | 2.1 | 4 | -0.3 | 2.8 | -2 | -1
C/C=C/COC(=O)c1[nH]c2c(c1C)C(=O)CC(c1ccc(N(C)C)cc1)C2 (stereo not given)
  0 | 4 | 26 | 2.0 | 10 | -0.5 | 2.6 | -10 | 7

The listing picks up; the 4 compounds before the break are reprinted first.
Under each structure – Runt-SMMHC FRET | Runt-CBFb FRET | EP2 mod | L929 necroptosis | EP2 antag | PERK inh | TNF death inh | RBBP9 inhibitor | Hck Nef HTS
Cc1ccc(N2CCN(C(=O)CN3C(=O)c4ccccc4C3=O)CC2)cc1
  0 | -2 | -1 | -0.7 | 9 | 0.4 | -0.7 | 0 | 4
Cc1ccccc1NC(=O)c1cn(-c2ccccc2)nc1-c1ccccc1
  3 | 0 | 45 | 0.8 | 8 | 0.5 | 2.0 | -3 | 3
CC(=O)N1CC[n+]2c(-c3ccc(Cl)cc3)csc21
  58* | 60* | 31 | · | 2 | -1.1 | -0.5 | -15 | 16
COc1ccc(C(=O)N/N=C/c2ccc(OC(=O)c3cccs3)cc2)cc1
  -2 | 0 | -3 | 1.2 | 5 | 1.6 | 0.0 | -1 | 1
S=C(Nc1ccccc1Cl)N1CCC(c2ccccc2)C1 (stereo not given)
  -1 | 1 | -21 | -0.6 | 1 | 1.1 | -0.3 | -1 | 16
Cc1nc2ccc(Cl)cc2c(-c2ccccc2F)c1CC(=O)O
  6 | -2 | -6 | 0.3 | 5 | 0.9 | -0.9 | -4 | 1
CC(C)C(c1nnnn1Cc1ccco1)N1CCN(c2cccc(Cl)c2)CC1 (stereo not given)
  1 | -4 | -64 | 1.2 | · | -0.9 | -0.5 | -1 | 0
Cc1nn(-c2ccccc2)c(=O)c2noc(C)c12
  0 | 0 | 4 | 1.4 | 6 | 0.3 | 0.7 | -6 | -6
CCOC(=O)CSc1nnc(CNC(=O)c2ccc(OC)c(OC)c2)n1C
  4 | -1 | 19 | 0.3 | 5 | 0.6 | -0.7 | 0 | 1
CC(C)(C)c1ccc(COC(=O)CNC(=O)CNC(=O)Cc2ccccc2)cc1
  -4 | -9 | 8 | 0.1 | 24 | 1.2 | -3.5 | -2 | 0
CCCCC(=O)NC(N1CCCCC1)C(Cl)(Cl)Cl (stereo not given)
  1 | 0 | 8 | -0.1 | 7 | 0.8 | -1.5 | -4 | -1
Cc1ccc(C(=O)C(NC(=O)c2ccco2)Nc2sc3c(c2C(N)=O)CCCC3)cc1 (stereo not given)
  7 | 41 | -5 | 0.5 | 12 | -0.6 | -1.9 | 3 | 8
CCCCNC(=O)CCCCCn1c(=O)[nH]c2cc(C(=O)OC)ccc2c1=O
  3 | 1 | -32 | 0.1 | 2 | -0.6 | -0.9 | -6 | 22
Cc1ccc(-c2nnc3sc(C4COc5ccccc5O4)nn23)cc1 (stereo not given)
  -2 | 2 | 25 | 2.6 | 6 | 0.7 | -0.6 | -4 | -6
CC(C)OC(=O)c1cccc(C(=O)Oc2ccccc2)n1
  0 | -3 | 10 | 0.2 | 0 | 1.2 | 0.3 | -2 | 1
CC(C)N(C(=O)COC(=O)[C@H](C)NC(=O)c1ccco1)c1ccccc1
  3 | 2 | 12 | 0.8 | 11 | -0.3 | 0.5 | -9 | 17
Cc1ccc(/C=C2\SC(N)=NC2=O)s1
  1 | 0 | -31 | 0.4 | 9 | 0.5 | 0.3 | -5 | 2
CC(C)C12CN3CC(C(C)C)(CN(C1)C3c1ccco1)C2=O (stereo not given)
  0 | · | 28 | -0.1 | 8 | 0.1 | -1.2 | -5 | 3
Cc1cccc(-n2nc3c([n+]2[O-])CCc2nonc2-3)c1C
  1 | 0 | -21 | -0.2 | 7 | 0.4 | 0.4 | 4 | 6
Clc1ccccc1-c1nnc2sc(-c3ccccn3)nn12
  0 | -1 | 13 | 0.4 | 4 | -0.3 | -0.1 | -12 | -1
CC(Cl)C(=O)Nc1cc(C(C)(C)C)nn1-c1ccccc1 (stereo not given)
  2 | -2 | 14 | 3.6 | 8 | -0.2 | 2.2 | 2 | 18

Screening results deposited in PubChem BioAssay by several laboratories.
